# TRPV1 ag = agonists of human vanilloid receptor 1 (TRPV1); 320,000 tested, 0.19% active; TRPV1-expressing cells, Fluo-8 calcium influx, agonist mode; Q8NER1; activation, % at 8.33 µM; in the data active = activation above about 80%; inconclusive = between about 30% and that limit; also: 0% is about no effect
#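 Cells expressing TRPV1 were dye-loaded with Fluo-8 and read kinetically: 10 s baseline, 3 min after compound (agonist portion), then 2 min after EC20 capsaicin (allosteric enhancer portion). Calcium-bound dye fluorescence at 480/520 nm.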
# ELG1 genotox = induces genotoxicity in HEK293T cells with luciferase-tagged ELG1; AID 504466; HEK293T ELG1-luciferase reporter, luminescence, 16 h; 330,000 tested, 1.3% active; Potency, µM (series often up to 46 µM), inactives show at the highest dose activity change, positive = activation, hits mostly activators; also: potency is read from the fitted curve at half-maximal effect; % of control where 0% means no effect; nearly all actives have a fitted effect of over 60% in size
#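 Cells (2,000/well) expressing the ELG1-luciferase fusion are dosed by pin tool and kept 16 hr at 37 °C, 5% CO2. Signal comes from ONE-Glo luciferase reagent after 30 min at room temperature.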
# B2AR arrestin = agonists driving beta-arrestin recruitment to human beta2-adrenergic receptor; beta-arrestin recruitment to beta2AR, cell-based reporter; AID 492947; 330,000 tested, 0.02% active; Potency, µM (top dose mostly 46.1 µM), for the others: at the highest dose activation, usual class: activators;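 also: potency is read from the fitted curve at half-maximal effect; 0% = DMSO controls and full agonism = EC100 isoproterenol or metaproterenol; nearly all actives have a fitted effect of over 65% in size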
# BRCA1 expr act = BRCA1 expression activation | MCF7-BRCA1-FFLuc reporter, luminescence, 48 h; response scale: scaled: vehicle 0%, 10 µM genistein 100% | Potency, µM (series often up to 46.1 µM), for inactives: at the top dose activation, hits mostly activators | 380,000 tested, 1.1% active | AID 624202; also: potency is read from the fitted curve at half-maximal effect; nearly all actives have a fitted effect of over 80% in size; some results filed as inactive show a strong effect at the top dose
#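 48 h compound treatment of MCF7-BRCA1-FFLuc cells (phenol-red free MEM, 37 °C), then 15 min with luciferase substrate and luminescence imaging.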
# Eya2 inh = blocks the phosphatase activity of human Eya2 | O00167 | recombinant Eya2, OMFP fluorescence dephosphorylation (OMFP is methylfluorescein phosphate) | Potency, µM (series often up to 76.9 µM), for the others: at the top dose activity, negative = inhibition, actives largely listed as inhibitors | 330,000 tested, 0.006% active | AID 488837; also: potency is read from the fitted curve at half-maximal effect; % is scaled to controls: 0 for no effect and ±100 for the full control effect
# Target sequence (O00167 whole entry, looked up): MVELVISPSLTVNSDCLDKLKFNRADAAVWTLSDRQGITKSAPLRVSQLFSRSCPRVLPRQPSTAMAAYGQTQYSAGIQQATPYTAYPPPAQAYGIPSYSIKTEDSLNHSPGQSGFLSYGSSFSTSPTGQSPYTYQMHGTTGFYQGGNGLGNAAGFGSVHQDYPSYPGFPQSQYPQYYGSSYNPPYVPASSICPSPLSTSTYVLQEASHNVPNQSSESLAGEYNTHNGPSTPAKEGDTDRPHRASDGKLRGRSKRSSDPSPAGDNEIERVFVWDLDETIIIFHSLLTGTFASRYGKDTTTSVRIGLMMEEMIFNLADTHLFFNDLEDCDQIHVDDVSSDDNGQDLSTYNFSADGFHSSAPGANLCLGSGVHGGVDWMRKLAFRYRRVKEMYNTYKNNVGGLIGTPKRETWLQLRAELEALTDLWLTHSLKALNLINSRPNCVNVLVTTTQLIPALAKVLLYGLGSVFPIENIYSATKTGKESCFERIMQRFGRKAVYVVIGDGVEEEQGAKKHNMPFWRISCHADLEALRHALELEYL
#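 Eya2 (0.2 uM) preincubated 10 min at ambient with compound, then OMFP substrate added at 50 uM; 10 min reaction in 50 mM HEPES pH 7.5, 50 mM NaCl, 5 uM MgCl2, 0.05% BSA, 1 mM DTT. Fluorescence read at Ex 485/Em 525 nm.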
# ASM inhibitor = inhibitors of human secretory acid sphingomyelinase | Potency, µM (series often up to 57.5 µM), for the others: at the highest dose activity change, negative = inhibition, actives largely listed as inhibitors | 340,000 tested, 0.006% active | P17405 | placental ASM, HMU-PC fluorogenic substrate, 60 min | AID 504937; also: potency is read from the fitted curve at half-maximal effect
#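 Fluorescence read-out (Ex 386 nm, Em 447 nm) after stopping the reaction at pH 10. Enzyme: ASM from human placenta; substrate HMU-PC0, 9 uM final; 60 min, 37 °C. Compound preincubation 10 min, ambient temperature.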
# TSG101-PTAP inh = blocks PTAP/TSG101 interaction to inhibit HIV-1 budding | Potency, µM (series often up to 115 µM), inactives show at the highest dose activity change, negative = inhibition, hits mostly inhibitors | 340,000 tested, under 10 active | Fluorescence polarization, FITC-PTAP peptide / Tsg101 binding | Q99816; active = well fitted inhibition curve with a large enough effect in the main read-out, with a control signal flat, not every such curve was filed as active; inconclusive = small, poorly fitted or top-dose-only effect, or effect the other way, or a change in a side signal; inactive = no such curve, though single readings can be large or run the other way; also: potency is read from the fitted curve at half-maximal effect; % of control where 0% means no effect
#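 Steps: Tsg101 binding domain dispensed (10 uM final), compounds pinned in DMSO, FITC-labeled PTAP-motif peptide added (50 nM final); after 20 min binding at room temperature, polarization measured.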
# Integrin act MD = activates integrin-mediated alleviation for muscular dystrophy; 350,000 tested, 0.064% active; Potency, µM (series often up to 38.3 µM), for the others: at the top dose activation, hits mostly activators; alpha7betagal myoblasts, beta-gal FDG fluorescence, 48 h; AID 624291;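 also: potency is read from the fitted curve at half-maximal effect; 100% = response of the positive control SU9516; nearly all actives have a fitted effect of over 60% in size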
#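 alpha7betagal+/- myoblasts (passage 13, 250/well) treated 48 h at 37C with compounds at 1:260 dilution of DMSO stock. Lysed, then beta-galactosidase activity read as FDG fluorescence (ex 480/em 540) after 30 min, with pre-read for autofluorescence.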
# uPA generation = inhibitors of cell surface uPA generation; cell surface uPA generation assay, qHTS; Potency, µM (doses to about 38.3 µM), for the others: top-dose activity change, negative = inhibition, most hits filed as inhibitors; 330,000 tested, 0.31% active; AID 540303; active = well fitted inhibition curve with a large enough effect; inconclusive = small, poorly fitted or top-dose-only effect; inactive = no such curve, though single readings can be large or run the other way; tested in mouse RAW 264.7 cells; also: potency is read from the fitted curve at half-maximal effect; % is scaled to controls: 0 for no effect and ±100 for the full control effect; nearly all actives have a fitted effect of over 55% in size
# USP2a inh = USP2a (human) protease inhibition; 330,000 tested, 0.01% active; USP2 core, Ub-CHOP2 coupled fluorogenic reporter, 485/531; Potency, µM (series often up to 38.3 µM), for the others: at the top dose activity change, negative = inhibition, actives largely listed as inhibitors; O75604;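 also: potency is read from the fitted curve at half-maximal effect; plate controls were DMSO wells for no effect and full inhibition by NEM control for full effect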
# Target sequence (O75604 whole entry, looked up): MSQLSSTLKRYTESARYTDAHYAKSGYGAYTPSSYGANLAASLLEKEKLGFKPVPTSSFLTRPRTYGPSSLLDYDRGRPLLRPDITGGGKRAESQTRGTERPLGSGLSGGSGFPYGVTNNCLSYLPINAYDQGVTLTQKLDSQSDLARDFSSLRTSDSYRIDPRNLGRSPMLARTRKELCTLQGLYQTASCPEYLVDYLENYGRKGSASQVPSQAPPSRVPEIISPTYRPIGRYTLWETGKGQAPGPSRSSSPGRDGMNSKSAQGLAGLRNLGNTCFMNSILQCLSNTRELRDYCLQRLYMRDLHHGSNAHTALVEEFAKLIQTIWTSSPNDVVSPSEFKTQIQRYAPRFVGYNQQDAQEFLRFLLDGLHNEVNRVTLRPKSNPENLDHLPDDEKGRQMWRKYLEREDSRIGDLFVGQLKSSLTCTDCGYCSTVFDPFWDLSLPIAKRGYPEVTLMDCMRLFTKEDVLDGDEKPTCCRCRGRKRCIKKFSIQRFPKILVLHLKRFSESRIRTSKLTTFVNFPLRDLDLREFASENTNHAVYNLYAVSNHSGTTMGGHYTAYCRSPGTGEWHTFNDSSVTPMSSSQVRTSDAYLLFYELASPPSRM
#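 Cell-free coupled assay: 10nM USP2 core preincubated 30min RT with compound in Tris-HCl pH 8.0/CaCl2/CHAPS buffer, then 25nM Ub-CHOP2 and 25nM reporter substrate; fluorescence (Ex 485/Em 531) read after 60min RT, normalized to NEM inhibition, concentration-response curves fitted.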
# p53 reactivator = mutant p53 re-activation in reporter cells. H1299 p53-A138V BP100-luciferase reporter, luminescence, 24 h. Potency, µM (titrated, usually from 92.2 µM), inactives show at the top dose activity change, positive = activation, most hits filed as activators. 320,000 tested, 0.063% active. AID 504706; also: potency is read from the fitted curve at half-maximal effect; % of control where 0% means no effect; nearly all actives have a fitted effect of over 45% in size
#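 p53-null H1299 cells stably carrying temperature-sensitive p53-A138V and a BP100-luciferase reporter were pinned with compounds (4-point, 1:5 series) and held 24 hrs at 37 deg C. Luminescence was read 10 min after detection reagent.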
# Starred values were filed as active, the others as inactive; ? = inconclusive; . = no result given; [ ] = another dose, or the depositor's remark. Unless noted, calls follow the shape of the dose curve; as a rule, active = well fitted curve in the direction sought with a large enough effect; inconclusive = small, poorly fitted or top-dose-only effect, or another doubt; inactive = no such curve, though single readings can be large; an effect the other way counts as inactive or inconclusive.
# Every second line gives: TRPV1 ag	ELG1 genotox	B2AR arrestin	BRCA1 expr act	Eya2 inh	ASM inhibitor	TSG101-PTAP inh	Integrin act MD	uPA generation	USP2a inh	p53 reactivator
CCCCOc1ccc(C(=O)N2CCCC2)cc1
  ?	18µM*	0.0%	?	-18%	-3%	-2%	-11%	.	2%	15%
O=C1NC(=Nc2ccc(O)cc2)S/C1=C/c1ccco1
  15	-6%	0.0%	-42%	14%	3%	-4%	-2%	-13%	3%	23%
O=C(Cc1cccc2ccccc12)Nc1cc(C(=O)O)cc(C(=O)O)c1
  1	0%	-0.2%	-6%	25%	5%	0%	14%	2%	2%	0%
Cc1cc(C)cc(NC(=O)N2c3ccccc3NC(=O)CC2C)c1 (stereo unspecified)
  0	0%	-0.9%	-3%	-30%	-2%	-4%	-2%	3%	0%	-4%
CCN1C(=O)/C(=C2\SC(=S)N(NC(=O)c3ccccc3O)C2=O)c2ccccc21
  -3	3%	0.0%	0%	-3%	-17%	-1%	-2%	0%	0%	3%
CC(C)(C)OC(=O)N[C@H](C(=O)OC(C)(C)C)c1ccc2ccccc2c1
  26	-4%	0.2%	-9%	-14%	-13%	0%	33%	7%	2%	1%
CCN(CC(=O)NCc1cccs1)C(=O)CCC(=O)c1ccc(F)cc1
  -4	-6%	-0.7%	-21%	4%	2%	0%	-2%	-2%	-3%	-2%
CC(C)(C)C(=O)Oc1cc(N)n(S(=O)(=O)c2ccccc2)n1
  -1	1%	-0.5%	-17%	-10%	1%	0%	15%	7%	-2%	0%
O=S(=O)(Nc1ccc(-c2nnc(SCc3ccc(Cl)cc3)o2)cc1)c1ccccc1
  -3	1%	0.0%	-55%	-23%	-25%	1%	6%	0%	-6%	2%
Clc1ccc2nc(-c3ccc(Br)s3)cn2c1
  ?	0.41µM*	0.0%	-58%	-5%	-3%	-2%	?	.	0%	-6%
CCN(CC)CCCN=C(C)C1=C(O)c2ccccc2C1=O
  .	0%	-0.8%	34%	0%	-2%	0%	-29%	3%	3%	-3%
CC1CCCC(NS(=O)(=O)c2cc(Br)cnc2N)C1C (stereo unspecified)
  3	0%	0.3%	-15%	-2%	-2%	-4%	-29%	2%	0%	12%
O=C(Nc1cccnc1)c1ccccc1O
  -1	18%	-0.2%	-19%	-15%	0%	-4%	21%	-2%	7%	27%
Fc1ccc(CCNC(=S)Nc2ccc(F)c(Cl)c2)cc1
  23	-22%	-0.3%	-58%	-5%	-1%	0%	0%	.	-2%	3%
CN(CC(=O)N1CCN(c2ccccn2)CC1)S(=O)(=O)c1ccc(Br)cc1
  1	1%	0.3%	-31%	-1%	-6%	-4%	-26%	-2%	0%	-1%

# Two of these compounds, reformatted.
CC(C)(C)C(=O)Oc1cc(N)n(S(=O)(=O)c2ccccc2)n1
- TRPV1 ag = -1
- ELG1 genotox = 1%
- B2AR arrestin = -0.5%
- BRCA1 expr act = -17%
- Eya2 inh = -10%
- ASM inhibitor = 1%
- TSG101-PTAP inh = 0%
- Integrin act MD = 15%
- uPA generation = 7%
- USP2a inh = -2%
- p53 reactivator = 0%

CCCCOc1ccc(C(=O)N2CCCC2)cc1
- TRPV1 ag = ?
- ELG1 genotox = 18µM*
- B2AR arrestin = 0.0%
- BRCA1 expr act = ?
- Eya2 inh = -18%
- ASM inhibitor = -3%
- TSG101-PTAP inh = -2%
- Integrin act MD = -11%
- uPA generation = .
- USP2a inh = 2%
- p53 reactivator = 15%

# Following part:
# Every second line gives: TRPV1 ag	ELG1 genotox	B2AR arrestin	BRCA1 expr act	Eya2 inh	ASM inhibitor	TSG101-PTAP inh	Integrin act MD	uPA generation	USP2a inh	p53 reactivator
O=C(N=Nc1c(O)[nH]c2ccccc12)c1cc(NS(=O)(=O)c2cccs2)cc(NS(=O)(=O)c2cccs2)c1
  -6	3%	0.2%	4%	1%	0%	-2%	34%	-7%	0%	-6%
CN(C)S(=O)(=O)c1ccc(C(=O)NCCOc2ccc(F)cc2)cc1
  ?	13µM*	0.0%	11µM*	10%	0%	-9%	-12%	.	6%	21%
CC(=O)C1=C(O)C(=O)N(CCCO)C1c1ccccc1 (stereo unspecified)
  -6	-5%	-2.3%	6%	-20%	-1%	-6%	4%	3%	2%	-2%
CCc1nn2c(=O)cc(N3CCN(c4cc(C)nc5ccccc45)CC3)nc2s1
  1	1%	-0.2%	.	-22%	.	.	.	.	0%	5%
O=C(CSc1nc2ccccc2c(=O)[nH]1)N1CCN(S(=O)(=O)c2ccccc2)CC1
  -2	-4%	0.0%	-4%	-24%	-2%	-4%	-32%	.	0%	2%
O=C(NCc1ccccc1)C1(c2ccccc2)CCN(S(=O)(=O)c2ccccc2)CC1
  5	-4%	4.5%	-54%	-35%	-6%	0%	36%	.	-11%	11%
COCc1cc(C)nc(SCC[N+](C)(C)CC(=O)c2ccccc2)c1C#N
  -1	23%	-0.4%	-2%	8%	1%	-5%	20%	0%	9%	-1%
Cc1ccc(N(CCC#N)C(=O)COC(=O)C2CCN(S(=O)(=O)c3ccc(C)c(C)c3)CC2)cc1
  2	2%	0.0%	-3%	-19%	5%	-4%	10%	-1%	-2%	11%
CC(=O)c1ccc(OCc2cc(C(=O)N(C)Cc3ccccn3)no2)cc1
  -2	?	-1.0%	?	-2%	1%	.	19%	5%	3%	23%
CC1CCCCN1CCCNC(=O)C1CCN(c2nnc(-n3cccc3)s2)CC1 (stereo unspecified)
  -1	1%	-0.3%	5%	-2%	29%	-4%	-32%	1%	2%	-6%
Cc1ccc(S(=O)(=O)NCCC(=O)NCc2ccccc2)cc1
  -2	2%	0.0%	5%	7%	3%	-4%	-18%	.	0%	2%
COc1ccc(C(=O)Cn2nnc(-c3ccccc3NC(=O)C3CC3)n2)cc1
  4	-4%	0.0%	-10%	25%	-8%	-3%	9%	5%	-1%	9%
COc1ccc(CNC(=O)CN(C(=O)c2csnn2)c2ccccc2F)cc1
  -3	0%	0.3%	0%	-2%	1%	1%	0%	2%	1%	1%
CCOC(=O)c1cccc(NC(=O)c2cnc3ccccc3n2)c1
  ?	24%	-1.7%	?	-6%	-16%	2%	23%	-8%	1%	?
CCCn1nc2cc(C(=O)NCC34CC5CC(CC(C5)C3)C4)ccc2c1OCC
  0	-10%	-0.9%	-27%	-6%	32%[activator]	.	0%	?	-10%	-3%

# Part of the list above, limited to ELG1 genotox, TSG101-PTAP inh and USP2a inh.
structure | ELG1 genotox | TSG101-PTAP inh | USP2a inh
CN(C)S(=O)(=O)c1ccc(C(=O)NCCOc2ccc(F)cc2)cc1 | 13µM* | -9% | 6%
CC(=O)C1=C(O)C(=O)N(CCCO)C1c1ccccc1 (stereo unspecified) | -5% | -6% | 2%

# (further entries)
structure | TRPV1 ag | ELG1 genotox | B2AR arrestin | BRCA1 expr act | Eya2 inh | ASM inhibitor | TSG101-PTAP inh | Integrin act MD | uPA generation | USP2a inh | p53 reactivator
C/C=C/CSc1nc2c(c(=O)[nH]c(=O)n2C)n1C(C)C | 2 | 15% | -0.8% | -26% | 4% | 8% | -5% | -4% | -7% | -1% | -4%
O=C(CSc1nnc(NC(=O)C2CCC2)s1)NC1CC1 | 0 | 0% | -0.3% | 19% | -10% | 3% | -5% | 16% | -2% | 1% | 8%
O=C(CSc1nnc(NC(=O)C2CC(=O)N(c3ccccc3)C2)s1)NCC1CCCO1 (stereo unspecified) | 1 | 2% | -1.0% | 2% | 1% | -2% | -6% | -6% | 5% | 1% | 18%
COc1ccc(C(=O)COC(=O)CCN2C(=O)C3CC=CCC3C2=O)c(OC)c1 (stereo unspecified) | 0 | 5% | -0.2% | 21% | -10% | 2% | 0% | ? | -2% | 0% | -3%
COc1ccc(/C=C(/NC(=O)c2ccco2)C(=O)Nc2cccc(C(=O)O)c2)cc1 | 0 | 6% | -0.2% | 24% | -5% | 2% | -4% | 2% | 1% | -1% | 29%
CCCCN(C)C(=O)c1nc2ccccn2c1CN1CCN(C(=O)c2cccs2)CC1 | -1 | 1% | 0.4% | -22% | 4% | 5% | -12% | 18% | -2% | 2% | -1%
Cc1ccc2c(c1C)NC(C)CC2C (stereo unspecified) | -3 | -7% | -0.1% | -8% | 0% | 1% | -5% | -14% | 3% | -1% | 16%
C/C(=N\NC(=O)c1nn(C)cc1Br)c1ccc(NC(=O)c2ccncc2)cc1 | 1 | 2% | 0.3% | -2% | -4% | 4% | -1% | -22% | -5% | -1% | 25%
O=C(NCC(c1ccc(F)cc1)N1CCOCC1)c1ccc(Br)o1 (stereo unspecified) | 1 | -1% | -0.5% | 1% | 9% | -1% | -2% | 7% | -9% | 1% | -2%

# High-throughput results from PubChem.
